Giardia FBPA inh = inhibitors of Giardia lamblia fructose-1,6-bisphosphate aldolase; A8B2U2; hit rate 0.71% among 290,000; AID 2451; purified Giardia FBPA; Potency, µM (top dose mostly 59.6 µM), without a hit: top-dose activity, negative = inhibition, most hits filed as inhibitors; active = well fitted inhibition curve with a large enough effect; inconclusive = small, poorly fitted or top-dose-only effect, or effect the other way; also: nearly all actives have a fitted effect of over 55% in size
Target sequence (A8B2U2 whole entry, looked up): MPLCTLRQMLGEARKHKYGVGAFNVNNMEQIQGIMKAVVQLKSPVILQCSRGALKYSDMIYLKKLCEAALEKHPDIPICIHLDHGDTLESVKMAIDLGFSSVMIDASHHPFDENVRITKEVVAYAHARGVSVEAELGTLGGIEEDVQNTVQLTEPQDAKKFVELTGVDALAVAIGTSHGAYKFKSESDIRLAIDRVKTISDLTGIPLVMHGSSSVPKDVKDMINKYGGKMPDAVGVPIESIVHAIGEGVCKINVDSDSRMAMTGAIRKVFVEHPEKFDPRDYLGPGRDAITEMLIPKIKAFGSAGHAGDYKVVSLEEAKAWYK
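40 nM FBPA preincubated 10 min at RT with compound (up to 57.5 uM final), then substrate plus GAPDH/TPI/NAD/arsenate coupling and diaphorase/resazurin added. Fluorescence read after 20 min at RT, 525/598 nm.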
Active calls of the source: *; ? = inconclusive; & = joins results of further samples; [ ] = another dose, or the depositor's remark. % is scaled to controls: 0 for no effect and ±100 for the full control effect; potency is read from the fitted curve at half-maximal effect. Not all compounds are listed (hit frequency here may not be typical).

SMILES	Giardia FBPA inh
C[C@@]12CC[C@H](O)C[C@@H]1CC[C@H]1[C@@H]2C[C@@H](O)[C@]2(C)[C@@H](C3=CC(=O)OC3)CC[C@]12O	2.1%[21.7 µM]
O=C(/C=C/c1ccc(O)c(O)c1)O[C@H]1C[C@@](O)(C(=O)O)CC(O)C1O (some centres undefined)	-13.0%
C=C1C[C@]23C[C@@]1(O)CC[C@H]2[C@@]12C=C[C@H](O)C(C)(C(=O)O1)[C@H]2[C@@H]3CC(=O)O	0.3%
NC1CC1c1ccccc1 (centres undefined)	-1.1%
CC(C)=CCC1=C(O)[C@](O)(CC=C(C)C)C(=O)C(C(=O)CC(C)C)=C1O	-8.5%
COc1ccc(C(O)C2=CCCC2=O)cc1 (centres undefined)	-0.8%&0.4%
COC(=O)N1CCC2(CCCN(c3ccccn3)C2)CC1	-4.4%
CCC#CCOCC(=O)Nc1ccccc1	2.9%
Cc1nc2cnc(Oc3ccccc3)nc2n(-c2ccccc2)c1=O	-0.3%
S=C(Nc1ccccc1)Nc1ccccc1C#Cc1ccccc1	-5.4%
CCC/C=C(\CCC)C(NP(=O)(c1ccccc1)c1ccccc1)c1ccc(-c2ccccc2)cc1 (centres undefined)	5.1%
COCC(=O)N1CCC[C@@]2(CCN(c3ccccc3)C2)C1	-17.1%
CCNc1ncc2ncc(=O)n(C)c2n1	-0.2%
COC(=O)CCC(=O)OC1(C)C(=O)C=C2C=C(c3ccc(C#N)cc3)OC=C2C1=O (centres undefined)	2.7%&-6.5%
CN(CC[C@@H](Oc1ccc(-c2ccccc2)cc1)c1ccc(F)cc1)CC(=O)O	-10.5%
CC(=O)OC[C@@H]1O[C@@H](O/N=C2/C[C@@H](O)[C@@H](O)[C@@H]3[C@H]4C(=O)N(c5ccc(F)cc5F)C(=O)[C@@H]4CC[C@H]23)[C@H](OC(C)=O)[C@H](OC(C)=O)[C@@H]1OC(C)=O	0.5%[12.9 µM]
OC[C@H]1O[C@@H](n2cnc3cncnc32)[C@H](O)[C@@H]1O	-3.7%&-1.2%
Cc1nc(NC2CCCCC2)c2nc(-c3ccccc3)n(CCN3CCCC3)c2n1	4.6%
N[C@H](Cc1cc(I)c(Oc2cc(I)c(O)c(I)c2)c(I)c1)C(=O)O	?
c1ccc(-c2nc(-c3ccccc3)c(NC3CCCCC3)o2)cc1	1.0%
O=C(c1ccco1)N1CCC[C@@]2(CCN(Cc3ccncc3)C2)C1	2.7%
CCN(CC)CCCn1c(-c2ccccc2)nc2c(NCCOC)nc(C)nc21	0.8%
CON(C)C(=O)c1nnc2c3ccccc3n(S(=O)(=O)c3ccc(C)cc3)c2n1	-2.7%&-1.4%[12.9 µM]
c1csc(CN2CC[C@@]3(CCCNC3)C2)n1	1.1%
CC1C(=O)OC2O[C@]3(C)CC[C@H]4C(C)CCC1[C@]24OO3 (some centres undefined)	1.1%
SMILES	Giardia FBPA inh
Cn1cc(-c2nc3cnc(N4CCNCC4)nc3n(CCC#N)c2=O)c2ccccc21	-4.0%
COC(=O)C12CC3=CCC4C(=O)N(c5ccccc5)C(=O)C4C3Cc3ccccc3[C@@H]1CNC2=O (some centres undefined)	-3.0%
CN(C)C(=O)c1ccc(-c2cncnc2NCc2ccccc2)cc1	0.8%
CC(C)(C)NC(=O)C(c1ccc(I)cc1)N(CCN1CCOCC1)C(=O)CCCNC(=O)c1ccccc1 (centres undefined)	8.3%
CC[C@H]1C2=C3C(CC[C@H]4C(OC)OC[C@](C)([C@@H]34)N(C(=O)OC(C)(C)C)C2)C(CO)C1CO (some centres undefined)	0.0%
CCNc1ncc2nc(-c3ccccc3)c(=O)n(Cc3ccc(F)cc3)c2n1	?
COc1cccc(-c2nc(NCc3cnc(C)cn3)c3ccccc3n2)c1	-2.7%
C=C(C)CN1CC[C@@]23c4c5ccc(O)c4O[C@H]2c2[nH]c4ccccc4c2C[C@]3(O)[C@@H]1C5	-5.2%
CN(C)C(=O)c1ccc(-c2nc(NCc3cccs3)c3ccccc3n2)cc1	-14.3%
C=CCC(O)(/C=C/c1ccccc1)c1ccccc1 (centres undefined)	-2.9%
O=C(c1csnn1)N1CCC2(CCCN(c3ncccn3)C2)CC1	5.8%
Cn1c(=O)cnc2cnc(Nc3ccccc3)nc21	-13.9%
C#CCCCO/N=C1/C[C@@H](O)[C@@H](O)[C@@H]2[C@@H]3C(=O)N([C@@H](C)c4ccccc4)C(=O)[C@H]3CC[C@H]12	1.5%[12.9 µM]
CN1CCN(c2ncc3nc(-c4cccc(C#N)c4)c(=O)n(C[C@H]4CCCO4)c3n2)CC1	-2.9%
COC(=O)C/C=C\[C@@H](C)[C@@H](/C=N\OC[C@@H]1O[C@H](c2ccccc2)C=C[C@@H]1Oc1ccc(OC)cc1)OC	-2.7%[12.9 µM]
CS(=O)(=O)c1ccc(CNC(=O)[C@H]2C[C@@H]2[C@H](NP(=O)(c2ccccc2)c2ccccc2)c2ccccc2)cc1	-0.7%
Cn1cccc1C(=O)N1CCC2(CC1)CCN(c1ccccc1)CC2	4.0%
CC(=O)Oc1ccc2c(c1)CCC1C2CC[C@]2(C)C(OC(C)=O)CCC12 (some centres undefined)	-9.6%
COC(=O)c1ccc(C(NC(=O)OCc2ccccc2)/C(F)=C/[C@@H](C)C(=O)NCCN2CCOCC2)cc1 (some centres undefined)	3.9%
CCCN1CCCC(c2cccc(O)c2)C1 (centres undefined)	0.8%
C[C@@]12CC[C@H]3[C@@H](CC[C@]4(O)C[C@H](O)CC[C@@]34C=O)[C@]1(O)CC[C@@H]2C1=CC(=O)OC1	-6.7%[21.7 µM]
Nc1ncnc2c1ncn2[C@@H]1O[C@H](COP(=O)(O)CP(=O)(O)OP(=O)(O)O)[C@H](O)[C@H]1O	-1.7%
COc1cccc(Cn2c(=O)c(-c3ccccc3)nc3cnc(N4CCN(C)CC4)nc32)c1	0.5%
O=C(c1ccco1)N1CCC2(CCCN(c3ccccn3)C2)CC1	-3.7%
CCCCCCCCCCCCCCCCOC[C@@H](COP(=O)([O-])OCC[N+](C)(C)C)OC(C)=O	4.9%
SMILES	Giardia FBPA inh
CCCCC1=CC2=CC(=O)C(C)(O)C(=O)C2=CO1 (centres undefined)	5.8%
COc1ccccc1CNc1nc(-c2ccccc2OC)nc2ccccc12	1.3%
CCNc1ncc2nc(-c3ccc(Cl)cc3)c(=O)n(C[C@H]3CCCO3)c2n1	-4.5%
COc1ccc2c(c[n+](C)c3c4cc5c(cc4ccc23)OCO5)c1OC	?
C[C@@]1(C2CCCC2)Cc2cc(OCC(=O)O)c(Cl)c(Cl)c2C1=O	12.6%
CC(=O)OC1CCC2(C)C(=CCC3C2CCC2(C)C3C[C@@H]3O[C@]32C(C)=O)C1 (some centres undefined)	4.9%
CC[C@@H](c1ccccc1)n1c(=O)n2n(c1=O)[C@H]1[C@H](O)[C@H]3O[C@@H]3/C(=N/OCC(C)C)[C@@H]1CC2	0.5%[12.9 µM]
COCC(=O)N1CCC2(CCN(Cc3nccs3)CC2)CC1	0.5%
COC(=O)N1CCC2(CC1)CN(C(=O)Nc1ccccc1)C2	-2.4%
CCC[C@@H]1C[C@@]1(CCC)C(NC(=O)OCc1ccccc1)c1ccc(-c2ccccc2)cc1 (some centres undefined)	0.8%
CC(=O)N1CCC2(CC1)CCN(c1ncccn1)CC2	-0.7%
COc1cccc([C@@H]2Oc3ccc(Br)cc3[C@H](O)[C@H]2O)c1	-1.4%
CO[C@@H]1COC(=O)C/C=C\[C@@H](C)COC(=O)[C@H](COCc2ccccc2)NC(=O)C/C=C\[C@H]1C	0.5%[12.9 µM]
COCCn1c(=O)c(CCc2ccccc2)nc2cnc(OC)nc21	1.3%
CC(=O)C[C@H](O)[C@@H](NC(=O)OC(C)(C)C)C(C)C	-0.2%[12.9 µM]
CC(C)=CCC/C(C)=C/CC/C(C)=C/CSc1ccccc1C(=O)O	20.7%
COC(=O)C/C=C\[C@@H](C)[C@@H](/C=N\OC[C@@H](O)COCc1ccco1)NS(=O)(=O)c1ccc(C)cc1	-0.7%[12.9 µM]
COc1ccc(COC(=O)N/N=C2/C[C@@H](O)[C@@H](O)[C@@H]3[C@@H]4C(=O)N(Cc5ccccc5)C(=O)[C@H]4CC[C@@H]23)cc1	2.0%[12.9 µM]
CCC(=O)OC1(C)C(=O)C=C2C=C(/C=C/COC)OC=C2C1=O (centres undefined)	-0.6%
O=C(Nc1cccc(F)c1)N1CCCC2(CCN(C(=O)c3ccco3)CC2)C1	0.0%
CNCCCCc1cnc(C)c2[nH]c3ccccc3c12	-4.5%
CC(C)CCCC(C)C1CCC2C3CC=C4CC(=O)CC[C@@]4(C)C3CC[C@@]12C (some centres undefined)	0.2%
CCCCC/C=C\C/C=C\CCCCCCCC(=O)NCCCC(=O)O	7.1%
C=CCOCC1CN2C(CCC(C)C2c2ccc(Br)cc2)C(=O)O1 (centres undefined)	2.0%[12.9 µM]
CO[C@H]1COC(=O)[C@@H](C)COC(=O)[C@H](C)NC(=O)C/C=C\[C@H]1C	3.6%[12.9 µM]
SMILES	Giardia FBPA inh
COC(=O)NC(c1cccc(F)c1)[C@]1(C(C)=O)CCCC1=O (some centres undefined)	-1.9%[12.9 µM]
CN1CCN(c2ncc3nc(-c4ccc(Cl)cc4)c(=O)n(Cc4ccc(F)cc4)c3n2)CC1	-1.7%
Cc1ccc(S(=O)(=O)NC(=O)O[C@@H]2C(=O)c3cc(Br)ccc3O[C@H]2c2ccc3c(c2)OCO3)cc1	3.9%
C[C@H]1CC[C@H]2C(=O)N3[C@H](c4ccc(Br)cc4)[C@@H](C)CC[C@H]3C(=O)N2[C@@H]1c1ccc(Br)cc1	0.0%[12.9 µM]
CC(C)C[C@@H](CC(=O)N[C@H](CC(=O)N[C@@H]1CCNC[C@H]1C(=O)N[C@H](CC(=O)N[C@@H](CCC(=O)O)CC(=O)O)CC(C)C)C(C)C)NC(=O)[C@@H]1CCCC[C@H]1N	-20.9%
CCCC[C@@H]1C[C@H]1C(NC(=O)c1ccco1)c1ccccc1 (some centres undefined)	4.7%
COC(=O)[C@@H]1CC[C@H](C)[C@@H](c2ccc(C)cc2)N1C(=O)c1ccc(/C=N\O[C@@H](C)c2cn([C@H](CO)Cc3ccccc3)nn2)cc1	-2.0%&1.7%[12.9 µM]
COc1ccc(Oc2ncc3nc(C)c(=O)n(Cc4cccs4)c3n2)cc1	-18.8%
CS(=O)(=O)N1CCC[C@@]2(CCN(Cc3ccc(C#N)cc3)C2)C1	1.2%
COC(=O)[C@@]1(Cc2ccc(OC)cc2)[C@H]2c3cc(C(=O)N4CCCC4)n(Cc4ccc(C)c(F)c4F)c3C[C@H]2CN1C(=O)c1ccccc1	-4.9%
FC(F)(F)c1ccccc1-c1nc(NCCN2CCOCC2)c2ccccc2n1	-2.7%
CCCCCCC1=Cc2cc(OC)c(OC)cc2C(C(C(C)=O)C(=O)OC)O1 (centres undefined)	-26.3%[12.9 µM]
O=C(O)c1ccc(NS(=O)(=O)c2ccsc2C(=O)O)cc1	15.6%
COC(=O)C1=C(C(=O)OC)[C@@H]2N(C)c3ccc(OC)cc3[C@@]23C[C@@H](C(=O)OC)N(C(C)=O)C3=N1	1.1%[12.9 µM]
C1CCC(N=C(NC23CC4CC(CC(C4)C2)C3)N2CCOCC2)CC1	-0.1%&2.3%
NCCC[C@@H](CC(=O)N[C@@H]1CCNC[C@H]1C(=O)N[C@H](CC(=O)N[C@@H](CCC(=O)O)CC(=O)O)Cc1c[nH]c2ccccc12)NC(=O)C[C@H](CO)NC(=O)[C@@H]1CCCC[C@H]1N	-19.2%
CN(C)Cc1ccccc1-c1nc(N(C)Cc2ccco2)c2ccccc2n1	-5.1%
Cn1cccc1C(=O)N1CCC[C@@]2(CCN(c3ncccn3)C2)C1	4.6%
CCc1ccc(C(=O)NN(C(=O)c2cc(C)cc(C)c2)C(C)(C)C)cc1	-1.4%
COc1ccc(-c2oc3ccccc3c(=O)c2O)cc1	9.9%
CN1CCN(c2ccc3ccccc3n2)CC1	-6.2%&3.7%
N#C/C(=C\c1ccc(O)c(O)c1)C(N)=O	?
C[C@@H](C(=O)NCc1cccc2ccccc12)[C@H]1C[C@]1(C)[C@H](NC(=O)OCc1ccccc1)c1ccccc1	0.7%
COC(=O)C1=C(C(=O)OC)[C@@H]2Nc3ccccc3[C@@]23C[C@@H](C(=O)OC)N(S(=O)(=O)c2ccc(C#N)cc2)C3=N1	3.0%[12.9 µM]
CN(C)c1nc(-c2cccnc2)nc2ccccc12	5.3%
CO[C@H]1COC(=O)C/C=C\[C@@H](C)COC(=O)[C@@H](OCc2ccccc2)/C=C\[C@@H]1C	2.8%[12.9 µM]
N=C(N)SCCc1ccc(CCSC(=N)N)cc1	16.3%
CC(C)[C@@H](CC(=O)N[C@@H]1CCNC[C@H]1C(=O)N[C@H](CC(=O)N[C@@H](CCC(=O)O)CC(=O)O)Cc1ccccc1)NC(=O)C[C@H](CO)NC(=O)[C@@H]1CNCC[C@H]1N	7.2%

At a glance, some entries already given:
SMILES	Giardia FBPA inh
COC(=O)NC(c1cccc(F)c1)[C@]1(C(C)=O)CCCC1=O (some centres undefined)	-1.9%[12.9 µM]
CN1CCN(c2ncc3nc(-c4ccc(Cl)cc4)c(=O)n(Cc4ccc(F)cc4)c3n2)CC1	-1.7%
Cc1ccc(S(=O)(=O)NC(=O)O[C@@H]2C(=O)c3cc(Br)ccc3O[C@H]2c2ccc3c(c2)OCO3)cc1	3.9%
C[C@H]1CC[C@H]2C(=O)N3[C@H](c4ccc(Br)cc4)[C@@H](C)CC[C@H]3C(=O)N2[C@@H]1c1ccc(Br)cc1	0.0%[12.9 µM]

Quoted at random: three entries already listed, in no set order.
SMILES	Giardia FBPA inh
C1CCC(N=C(NC23CC4CC(CC(C4)C2)C3)N2CCOCC2)CC1	-0.1%&2.3%
NCCC[C@@H](CC(=O)N[C@@H]1CCNC[C@H]1C(=O)N[C@H](CC(=O)N[C@@H](CCC(=O)O)CC(=O)O)Cc1c[nH]c2ccccc12)NC(=O)C[C@H](CO)NC(=O)[C@@H]1CCCC[C@H]1N	-19.2%
Cc1ccc(S(=O)(=O)NC(=O)O[C@@H]2C(=O)c3cc(Br)ccc3O[C@H]2c2ccc3c(c2)OCO3)cc1	3.9%
